RGS8-Gao: human RGS8-Galphao interaction regulation; P09471; hit rate 0.34% among 220,000; response (percent of control binding), % at 10 µM; multiplexed bead flow cytometry, RGS8-Galphao binding; actives lie on both sides; in the data active means response below about 60% or above about 140%; inactive means in between;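 further: Galphao activated as the GDP aluminium fluoride complex binding bead-coupled RGS8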
Avidin fluor: avidin bead compound fluorescence profile; Avidin beads, compound fluorescence 488/530 nm, flow cytometry; active compounds read high; fluorescence (KMESF) at 10 µM; hit rate 0.38% among 220,000; in the data active means fluorescence above about 47; further: inactives centre near 10
Bim-Mcl-1: disrupts Bim peptide binding to human Mcl-1 | hit rate 0.1% among 190,000 | inhibition, % at 10 µM | Bead-based flow cytometry, Bim peptide-Mcl-1 binding | AID 1009; in the data active means inhibition above about 40%;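 further: 0% = no compound tracer wells and 100% = peptide blocker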
Pf gametocyte: inhibitors of late stage P. falciparum gametocyte viability; P. falciparum stage V gametocytes, ATP luminescence, 24 h; inhibition, % at 10.9 µM; hit rate 0.065% among 150,000;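 active means inhibition above the mean plus 3 SD of compounds within the control limits, set per campaign, cut at about 38% in these data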;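 further: 0% = DMSO wells and 100% = medium only without gametocytes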
GSH fluor: compound fluoresces at 488/530 nm on GSH beads; GSH beads flow cytometry, compound fluorescence 488/530 nm; active compounds read high; fluorescence (KMESF) at 10 µM; hit rate 0.25% among 190,000; in the data active means fluorescence above about 89;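 further: glutathione beads carrying GST-tagged Bcl family fusion proteins plus one bare bead set; values are compound well signal with DMSO vehicle wells as background; inactives centre near 16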
Mcl1-Bid inh: disrupts binding of human Mcl-1 to Bid peptide | TR-FRET Mcl-1/Bid-Dy647 peptide binding, 1536-well | inhibition, % at 21.7 µM | hit rate 0.97% among 220,000 | AID 1021;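 active means compounds that cut the binding signal by more than half at the single screening dose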;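 further: His-tagged Mcl-1 with europium anti-His antibody binding Bid BH3 peptide; 0% = Mcl-1 plus peptide wells and 100% = peptide-only wells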
ABCG2 inh: inhibitors of human ABCG2 transporter, ABCB1 counter-screen. inhibition, % at 6.6 µM. hit rate 0.1% among 190,000. IgMXP3 cells, JC-1 efflux, flow cytometry. Q9UNQ0. AID 1325;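 active means inhibition above 80%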;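 further: 0% = DMSO and 100% = nicardipine control wells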
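test system = two drug-resistant human cell lines, ABCG2 and ABCB1 | amount = 3 million cells/mL final, two lines in 1:1 ratio | reagent = JC-1 transporter substrate | doses = one concentration, 6.6 µM final | incubation = 10 min at 25 °C | signal = flow cytometric JC-1 green MFI at 530 nm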
RGS7-Gao: regulators of human RGS7-Galphao interaction; P09471; Multiplexed bead flow cytometry, RGS7-Galphao binding; actives lie on both sides; binding response (% of control), % at 10 µM; hit rate 0.35% among 220,000; in the data active means binding response below about 49% or above about 150%; inconclusive means no clear call, values can overlap the other calls; inactive means in between;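 further: fluorescent Galphao held in activated GDP-AlF4 state binding bead-coupled RGS7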
RGS4-Gao reg: modulates binding of RGS4 to human Galphao; P09471; Multiplexed bead flow cytometry; actives lie on both sides; binding response (% of control), % at 10 µM; hit rate 0.33% among 220,000; AID 1415; in the data active means binding response below about 49% or above about 150%; inactive means in between;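 further: fluorescent Galphao activated with aluminum fluoride binding bead-coupled RGS4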
ABCB1 block: inhibitors of human ABCB1 transporter, ABCG2 counter-screen | P08183 | CCRF-Adr cells, JC-1 efflux, flow cytometry | inhibition, % at 6.6 µM | hit rate 0.067% among 190,000 | AID 1326; in the data active means inhibition above about 40%;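 further: 0% = vehicle and 100% = reference inhibitor; higher value means more JC-1 retained so stronger ABCB1 efflux block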
Target sequence (P08183 whole entry, looked up): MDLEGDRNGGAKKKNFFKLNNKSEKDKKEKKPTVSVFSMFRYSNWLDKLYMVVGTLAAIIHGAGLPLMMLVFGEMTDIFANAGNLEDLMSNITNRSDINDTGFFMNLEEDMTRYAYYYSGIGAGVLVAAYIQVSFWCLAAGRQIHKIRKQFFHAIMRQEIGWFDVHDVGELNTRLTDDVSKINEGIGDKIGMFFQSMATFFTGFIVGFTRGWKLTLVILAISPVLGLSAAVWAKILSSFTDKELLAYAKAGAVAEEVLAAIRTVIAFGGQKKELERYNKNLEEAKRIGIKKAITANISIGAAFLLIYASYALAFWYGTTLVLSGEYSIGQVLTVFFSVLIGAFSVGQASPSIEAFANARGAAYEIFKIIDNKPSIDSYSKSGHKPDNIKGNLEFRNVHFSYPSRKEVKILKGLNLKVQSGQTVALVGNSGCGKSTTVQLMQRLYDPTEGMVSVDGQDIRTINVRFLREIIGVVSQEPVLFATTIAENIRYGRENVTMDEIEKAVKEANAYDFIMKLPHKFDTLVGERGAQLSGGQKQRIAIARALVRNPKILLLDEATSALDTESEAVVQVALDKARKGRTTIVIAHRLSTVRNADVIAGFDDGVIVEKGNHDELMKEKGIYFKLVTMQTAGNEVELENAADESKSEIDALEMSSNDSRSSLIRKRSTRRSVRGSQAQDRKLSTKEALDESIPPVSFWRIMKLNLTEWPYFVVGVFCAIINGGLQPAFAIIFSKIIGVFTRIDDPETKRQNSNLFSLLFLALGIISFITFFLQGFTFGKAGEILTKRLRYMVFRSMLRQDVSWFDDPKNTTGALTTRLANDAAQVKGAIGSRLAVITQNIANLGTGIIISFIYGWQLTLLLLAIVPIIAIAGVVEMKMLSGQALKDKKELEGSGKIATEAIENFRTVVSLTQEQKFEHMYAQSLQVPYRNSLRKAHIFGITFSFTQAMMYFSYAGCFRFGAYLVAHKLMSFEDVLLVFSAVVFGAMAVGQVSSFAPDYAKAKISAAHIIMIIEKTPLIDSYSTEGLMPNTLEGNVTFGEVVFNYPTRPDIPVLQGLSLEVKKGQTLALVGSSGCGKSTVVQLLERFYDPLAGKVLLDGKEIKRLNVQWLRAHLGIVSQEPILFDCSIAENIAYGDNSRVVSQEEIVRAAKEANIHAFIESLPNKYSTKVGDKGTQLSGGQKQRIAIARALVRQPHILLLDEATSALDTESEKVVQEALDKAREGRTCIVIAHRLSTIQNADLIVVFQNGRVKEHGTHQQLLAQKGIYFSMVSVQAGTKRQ
Mcl1 Noxa PPI: Mcl-1/Noxa interaction inhibition; AID 1022; TR-FRET Mcl-1/Noxa peptide binding, 2 h; inhibition, % at 21.7 µM; hit rate 1.5% among 220,000;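 active means compounds that cut the protein-peptide binding signal by more than 50% relative to plate controls in a single-dose test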;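 further: His-tagged Mcl-1 with rhodamine Noxa BH3 peptide and terbium anti-His antibody; 0% = Mcl-1 plus Noxa peptide wells and 100% = peptide-only wells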
An asterisk follows results filed as active; ? = inconclusive; nt = no result given; + = active, no number.

Every second line gives: RGS8-Gao, Avidin fluor, Bim-Mcl-1, Pf gametocyte, GSH fluor, Mcl1-Bid inh, ABCG2 inh, RGS7-Gao, RGS4-Gao reg, ABCB1 block, Mcl1 Noxa PPI
1. O=S(=O)(CCN1CCN(C(c2ccccc2)c2ccccc2)CC1)C(F)(F)F
    103, 7, 2, nt, 22, 8, 1, 97, 93, 0.1, 6
2. Oc1ccc(CNc2ccccc2F)c2cccnc12
    91, 10, -1, nt, 13, -62, -2, 88, 90, -0.3, -4
3. COc1ccc(-n2c3c(cc(C(=O)NC4CCSC4=O)c2=O)C(=O)CC(C)(C)C3)cc1 (stereo not given)
    99, 8, -1, nt, 13, 0, 0, 102, 100, 0.1, 10
4. COc1cccc(NC(=S)N2CCCC2)c1
    119, 10, 2, -1, 20, -69, -4, 107, 106, -0.5, -24
5. CC(=O)c1nnn(-c2c(F)cccc2F)c1C
    99, 6, nt, 18, nt, -20, nt, ?, 102, nt, 2
6. CN(C)c1nc(N)nc(CSc2nnnn2-c2cccc3ccccc23)n1
    100, 6, 0, -19, 29, 7, 3, 101, 102, -0.2, 17
7. Cc1ccc(C(=O)NC(C)(COc2nonc2C)COc2nonc2C)cc1
    102, 6, 0, nt, 12, -18, 36, 99, 99, 2.3, 21
8. C=CCNC(=S)N1CCC(C(N)=O)CC1
    101, 21, 2, -11, 9, -41, 2, 102, 103, 0.9, 4
9. Cn1c(CCNC(=O)c2ccccc2Cl)n[nH]c1=S
    89, 16, -2, nt, 10, -32, 1, 94, 93, 0.0, -4
10. Cc1ccc(C(O)CN2C3=NCCCN3c3ccccc32)cc1 (stereo not given)
    93, 14, -2, 8, 12, -10, -1, 104, 104, 0.5, 0
11. O=C(CN(Cc1ccc(F)cc1)S(=O)(=O)c1ccccc1)N1CCCCC1
    101, 37, -3, nt, 24, -24, 0, 99, 96, 0.5, 62*
12. COC(=O)c1ccc(S(=O)(=O)N(Cc2ccccc2)Cc2ccccc2)n1C
    100, 7, nt, -20, nt, 4, nt, ?, 99, nt, 8
13. COC(=O)c1c(C)[nH]c(/C=N/Nc2ccccc2)c1C
    94, 2, nt, -1, nt, -106, nt, ?, 88, nt, 29
14. CCN(C(=O)Cc1ccc(Br)cc1)C1CCCCC1
    96, 21, -2, 4, 16, 11, 3, 100, 92, 0.7, 4
15. O=C(NC1CC1)c1ccc2snnc2c1
    101, 8, 0, -11, 25, -28, 2, ?, 102, 0.2, -12
16. CCCNC(=S)NC1CC2CCCC(C1)N2CC(C)C (stereo not given)
    101, 15, 0, 15, 16, -13, 5, 97, 99, 0.7, -3
17. CC(Oc1ccccc1)C(=O)NC1=NCCS1 (stereo not given)
    96, 10, 0, 17, 10, -18, 13, 95, 91, 1.4, 0
18. O=C(N/N=C/c1ccc(OC(F)F)cc1)C1=COCCO1
    99, 21, 2, nt, 7, -4, 4, 95, 100, 0.3, 16
19. CCN(CC)c1ccc(C=NCCc2ccc(S(N)(=O)=O)cc2)cc1
    107, 26, -26, 2, 10, -14, 0, 99, 104, -0.1, 2
20. CC1CCC/C(=C\Nc2ccc3c(c2)OCO3)C1=O (stereo not given)
    101, 5, 4, -13, 21, -31, 2, 96, 94, 0.1, -2
21. CCc1cccc2c(C(=S)N3CCCC3)c[nH]c12
    101, 12, 0, -7, 16, -33, -1, 100, 101, -1.8, -9
22. Cc1ccsc1C(=O)NNC(=O)C1CCCCC1C(=O)O (stereo not given)
    102, 5, 5, nt, 13, 6, 0, 100, 99, 0.3, -1
23. COc1ccccc1-c1nc(N)n[nH]1
    104, 15, 0, 22, 24, -39, 0, 105, 105, -0.1, -9
24. CCOC(=O)CC(=O)CSc1nc(C)nc2c1oc1ccccc12
    102, 41, 0, nt, 11, -8, 3, 105, 100, 0.5, -32
25. CC1CCC(N(CCCN)Cc2ccco2)CC1C (stereo not given)
    99, 8, -1, -11, 25, -45, 0, 91, 97, 0.3, 2
26. COc1c(Cl)cc(C(=O)Nc2ccccc2C(=O)O)cc1Cl
    82, 8, 1, nt, 23, 17, 1, 94, 94, -2.8, 17
27. O=C(Nc1cccc(C(=O)O)c1)/C(=C\c1ccccc1)NC(=O)c1ccccc1Cl
    98, 13, -1, nt, 32, -24, -1, 97, 97, 0.7, 15
28. COc1ccc(NC(=O)c2ccc3c(=O)n(-c4ccc(OC)cc4OC)c(=S)[nH]c3c2)c(OC)c1
    102, 25, -25, 12, 8, -54, 0, 103, 103, -0.2, -21
29. Cc1no[n+]([O-])c1COc1ccc(/C=C(\C#N)C(N)=O)cc1
    97, 6, 5, 10, 9, 5, 5, 102, 96, 0.6, 11
30. CC(C)c1ccc(OCC(O)Cn2cnc3ccccc32)cc1 (stereo not given)
    99, 20, -1, nt, 17, 5, 2, 100, 98, 0.2, -6
31. CCOc1ccc(/C=N/NC(=S)NC2CC3CCC2C3)cc1 (stereo not given)
    99, 6, nt, 8, nt, -15, nt, ?, 95, nt, 5
32. CCN1CCN(c2oc(-c3ccco3)nc2C#N)CC1
    101, 8, nt, 5, nt, -5, nt, ?, 99, nt, 4
33. COC(OC)c1ccnc(-c2ccc(OC(=O)c3ccc(F)cc3)cc2)n1
    98, 11, -6, nt, 15, -7, 2, 102, 103, 0.1, 8
34. O=C(N/C(=C/c1cccc([N+](=O)[O-])c1)C(=O)N1CCCCC1)c1cccs1
    106, 13, -2, -2, 7, -31, 12, 98, 101, 2.4, 4
35. Cc1nc(NC(=O)c2ccccc2)sc1-c1csc(Nc2ccc(F)cc2)n1
    93, 12, 2, nt, 11, -34, 0, 95, 87, -0.4, 38
36. O=c1oc2cc(O)ccc2cc1-c1nc2c(s1)CCc1ccccc1-2
    98, 5, nt, 0, 159*, -37, +, 97, 99, 138*, 54*
37. NNc1nc(-c2ccccc2)cc(-c2ccccc2O)n1
    101, 19, -1, nt, 21, -63, 2, 103, 100, 0.2, -27
38. O=C1CCCC(O)=C1N=Nc1cccc(S(=O)(=O)N2CCOCC2)c1
    100, 5, nt, -5, nt, -13, nt, nt, 102, nt, -10
39. Cc1cccc(C)c1OCC(=O)N=Nc1c(O)[nH]c2ccc(Br)cc12
    85, 9, 3, nt, 28, -3, 1, 67, 70, 0.1, 1
40. Cc1ccc(-c2cnc(-c3ccncc3)o2)cc1
    101, 32, -2, -3, 11, 1, 2, 100, 103, 0.3, 12
41. COc1cc(NC(=O)c2cc(C(C)C)on2)c(OC)cc1Cl
    97, 13, -5, nt, 29, -29, 36, 97, 96, 0.4, -14
42. COc1cc(/C=C\C(=O)Nc2cc(=O)n(C)c(=O)n2C)cc(OC)c1OC
    100, 10, 3, -22, 23, -8, 23, 96, 100, 0.0, 4
43. C=CCc1c(O)nc(SCC(=O)c2ccccc2)[nH]c1=O
    98, 32, 1, nt, 14, -85, -2, 105, 102, -0.5, 8
44. CCCCCOC(=O)C1=C(C)Nc2nnnn2C1c1ccccc1Cl (stereo not given)
    101, 6, 0, 7, 18, -1, 3, 99, 98, 0.4, 9
45. CCCn1nnnc1SCC(=O)Nc1nnc(CC)s1
    101, 24, -1, 5, 11, -36, 1, 97, 98, 0.1, 1
46. COC(=O)c1[nH]c2ccc(C)cc2c1NC(=O)Nc1ccc(OC)cc1
    103, 10, -2, -13, 33, -23, 10, 100, 101, -0.3, -12
47. Cc1cc(C)nc(N2CCC(C(=O)NCc3cccs3)CC2)n1
    100, 9, 0, 6, 58, -7, 3, 101, 100, 0.4, 6
48. CCCCn1c2nc3ccccc3nc2c2c(=O)n(CCC(C)C)cnc21
    99, 13, -6, nt, 35, -15, 47, 101, 100, 0.6, -19
49. O=C(c1ccccc1)C(Sc1ncn[nH]1)c1ccccc1 (stereo not given)
    99, 35, -4, nt, 28, 0, 35, 97, 98, 0.4, 11
50. CC(C)=CCC(C)(C)/C=N/NC(N)=O
    100, 8, nt, 26, nt, -7, nt, ?, 95, nt, 9
51. CN1/C(=C\C(=O)C(F)F)C(C)(C)c2ccccc21
    101, 10, 0, nt, 9, -41, 1, 98, 104, 0.0, -15
52. Nc1nnc(CC(=O)N/N=C/c2cccc([N+](=O)[O-])c2)s1
    95, 17, -2, nt, 12, -43, 3, 96, 96, 0.6, 19
53. CCOc1cc(C(=O)Nc2ccon2)cc(OCC)c1OCC
    104, 12, -2, 8, 32, -14, 18, 100, 104, 0.6, -4
54. CCC(=O)Nc1nnc(SCCOC)s1
    98, 6, -2, nt, 44, -3, 0, 98, 98, 0.2, 13
55. COc1ccc(C(=O)NCc2nnc(SCC(=O)Nc3nc4ccccc4s3)o2)cc1OC
    100, 14, -2, -2, 4, -3, -5, 102, 101, 0.0, 9
56. O=C(c1sc2cc(F)ccc2c1Cl)N1CCN(c2ccccc2)CC1
    94, 6, 0, -2, 30, -2, 3, 97, 99, 13, 1
57. COc1ccc(CCNC(=O)c2c(O)c3c([nH]c2=O)CCCC3)cc1
    98, 10, 3, 28, 8, 3, 1, 94, 99, 0.4, 10
58. O=C(Cn1cccc1C(=O)c1ccccc1)NCCN1CCCCCC1
    102, 25, 0, nt, 14, -18, 0, 101, 107, 0.0, 8
59. COC(=O)c1ccc(NC(=O)C23CCC(C)(C(=O)O2)C3(C)C)cc1 (stereo not given)
    100, 9, 2, nt, 31, -9, 7, 99, 98, 0.3, 33
60. O=C(c1ccc(OC2CCN(Cc3ccccn3)CC2)cc1)N1CCCC(O)C1 (stereo not given)
    98, 7, -1, -3, 16, -58, 0, 99, 98, 0.2, 9
61. COc1ccc(-c2ccc(F)cc2)cc1[C@H]1[C@H]2C=CC[C@@H](C)[C@@H]2C(=O)N1Cc1ccccc1
    91, 11, nt, nt, nt, -32, nt, ?, 90, nt, -2

Bioassay records (PubChem BioAssay)
